IDE exosite inh: exo-site inhibitors of human insulin-degrading enzyme. z-score at 20 µM. AID 1259349. purified IDE, FL-6b probe fluorescence polarization; active compounds read low. P14735. 6.3% of 17,000 active;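 active means z-score of -3 or lower, meaning strong loss of probe binding signal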;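 further: His-tagged human IDE residues 42-1019 made in E. coli with 30 nM FL-6b probe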
Target sequence (P14735 42-1019 limits assumed): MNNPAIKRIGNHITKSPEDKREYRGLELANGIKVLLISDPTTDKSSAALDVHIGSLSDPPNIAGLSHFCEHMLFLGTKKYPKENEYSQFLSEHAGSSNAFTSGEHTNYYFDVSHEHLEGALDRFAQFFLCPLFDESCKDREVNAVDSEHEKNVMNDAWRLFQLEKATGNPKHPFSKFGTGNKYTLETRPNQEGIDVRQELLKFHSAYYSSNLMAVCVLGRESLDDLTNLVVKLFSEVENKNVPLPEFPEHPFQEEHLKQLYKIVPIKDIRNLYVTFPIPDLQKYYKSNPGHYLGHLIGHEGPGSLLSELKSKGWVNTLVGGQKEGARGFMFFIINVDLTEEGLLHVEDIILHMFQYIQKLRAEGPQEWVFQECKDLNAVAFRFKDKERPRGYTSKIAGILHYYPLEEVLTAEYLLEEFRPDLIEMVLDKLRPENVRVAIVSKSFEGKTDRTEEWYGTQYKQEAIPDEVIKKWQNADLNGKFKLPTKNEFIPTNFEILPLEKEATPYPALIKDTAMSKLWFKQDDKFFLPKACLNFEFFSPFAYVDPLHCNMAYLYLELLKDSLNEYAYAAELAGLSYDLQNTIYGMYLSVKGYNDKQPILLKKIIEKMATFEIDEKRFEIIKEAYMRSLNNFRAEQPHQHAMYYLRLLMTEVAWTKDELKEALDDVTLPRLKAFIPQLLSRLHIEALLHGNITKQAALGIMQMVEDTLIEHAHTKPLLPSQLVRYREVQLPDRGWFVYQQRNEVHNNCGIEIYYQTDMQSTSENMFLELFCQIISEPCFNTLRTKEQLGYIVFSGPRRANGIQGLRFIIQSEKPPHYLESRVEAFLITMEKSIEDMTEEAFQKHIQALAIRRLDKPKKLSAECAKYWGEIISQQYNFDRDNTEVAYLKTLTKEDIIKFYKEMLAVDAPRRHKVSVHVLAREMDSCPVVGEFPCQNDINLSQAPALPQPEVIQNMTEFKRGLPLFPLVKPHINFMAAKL
* hit, by the source's call; & = joins results of further samples. Some of the compounds tested; rates above refer to the full screens.

SMILES	IDE exosite inh
C[C@@H]1CN([C@@H](C)CO)C(=O)c2ccccc2-c2ccccc2CO[C@@H]1CN(C)S(=O)(=O)c1cn(C)cn1	-0.27
CO[C@H](CN(C)Cc1ccc(-c2ccccn2)cc1)[C@@H](C)CN(C(=O)Nc1ccc(F)cc1)[C@@H](C)CO	1.8
N#Cc1ccc(-c2ccc([C@@H]3[C@@H](CO)N4C(=O)CN(C(=O)C5CCC5)C[C@H]34)cc2)cc1	1.7
CO[C@@H](C(=O)N(C)C[C@H]1OCc2ccccc2-c2ccccc2C(=O)N([C@@H](C)CO)C[C@@H]1C)c1ccccc1	-1
O=C(CN1CCOCC1)N1CC(=O)N2[C@H](CO)[C@H](c3ccc(-c4cccc(F)c4)cc3)[C@@H]2C1	-1.1
O=C(c1ccccc1)N1CC(=O)N2[C@@H](CO)[C@H](c3ccc(C4=CCCC4)cc3)[C@@H]2C1	2.1
O=C(c1ccccc1F)N1C[C@H]2[C@@H](c3ccccc31)[C@H](CO)N2Cc1ccc2c(c1)OCO2	1.7
CCCNC(=O)N1CC(=O)N2[C@H](CO)[C@@H](c3ccc(C#CCC4CCCC4)cc3)[C@H]2C1	-0.33
CCC(=O)Nc1ccc2c(c1)C(=O)N(C)C[C@@H](OC)[C@H](C)CN(Cc1nccs1)[C@@H](C)CO2	0.95
C[C@@H]1CN([C@@H](C)CO)C(=O)c2cc(NC(=O)Nc3ccc4c(c3)OCO4)ccc2O[C@@H](C)CCCCO[C@H]1CN(C)C(=O)CCCN(C)C	0.14
COc1ccc(S(=O)(=O)N2CCCCN3[C@H](CO)[C@@H](c4ccc(C#CCC(C)C)cc4)[C@@H]3C2)cc1	3.2
O=C(NC1CCC1)[C@H]1[C@H](CO)[C@H]2Cn3c(ccc(-c4ccncc4)c3=O)[C@@H]1N2Cc1cocn1	2.2
O=C(NCC[C@@H]1CC[C@@H](NS(=O)(=O)c2ccc(F)cc2)[C@@H](CO)O1)c1ccc2c(c1)OCO2	3.3
CCC(=O)N(C)C[C@@H]1[C@H](c2ccc(-c3ccccc3F)cc2)[C@H](CO)N1C(C)=O	1.4
C[C@H]1CN([C@@H](C)CO)C(=O)c2cccc(NC(=O)Nc3ccc(F)cc3)c2O[C@@H]1CN(C)S(=O)(=O)c1ccc(Cl)cc1	1.3
C[C@H](CO)N1C[C@H](C)[C@@H](CN(C)S(=O)(=O)c2ccc(Cl)cc2)Oc2c(NC(=O)Nc3ccc(F)cc3)cccc2C1=O	0.3
COc1cccc(-c2ccc([C@@H]3[C@@H](CO)N4CCCCN(Cc5cncnc5)C[C@@H]34)cc2)c1	-3
CCCNC(=O)N(C)C[C@H]1Oc2ncc(C#CC3CCCCC3)cc2C(=O)N([C@H](C)CO)C[C@@H]1C	-0.45
O=S(=O)(c1ccccc1)N1CCCCN2[C@@H](CO)[C@H](c3ccc(-c4cncnc4)cc3)[C@@H]2C1	3.4
O=C(Nc1cccc(Cl)c1)N1C[C@H]2[C@@H](c3ccccc31)[C@H](CO)N2Cc1cccnc1	2.1
O=C(C1CCOCC1)N1CC(=O)N2[C@H](CO)[C@H](c3ccc(C#CCc4ccccc4)cc3)[C@@H]2C1	-0.61
CCS(=O)(=O)N1CC(=O)N2[C@@H](CO)[C@H](c3ccc(C#CC4CCCC4)cc3)[C@@H]2C1	2.2
Cc1cccc(-c2ccc([C@H]3[C@@H](CO)N4CCCCN(S(=O)(=O)c5ccccc5C)C[C@@H]34)cc2)c1	3.6
CCS(=O)(=O)N1CCCCN2[C@H](C1)[C@@H](c1ccc(C#CC(C)(C)O)cc1)[C@@H]2CO	4.1
Cc1cccc(S(=O)(=O)N2CC[C@@H]3[C@@H](CO)N(C)c4ccc(Br)cc4[C@@H]32)c1	1.8
C/C=C/c1ccccc1[C@H]1[C@@H](C#N)N(C(=O)NC2CCCCC2)[C@H]1CO	0.89
O=C(CN1CCOCC1)N1CCCCN2[C@H](CO)[C@H](c3ccc(-c4ccccc4)cc3)[C@@H]2C1	-0.34
Cc1ccccc1-c1ccc([C@@H]2[C@H]3CN(C(=O)Nc4ccc(F)cc4)CCCCN3[C@H]2CO)cc1	-0.34
C[C@@H]1CN([C@@H](C)CO)C(=O)CCCn2nncc2CO[C@@H]1CN(C)C(=O)Nc1ccccc1C(F)(F)F	-2.3
O=C(Nc1ccc(F)cc1)N1[C@@H]2CNC[C@H]1C2c1ccc(/C=C/c2ccccc2)cc1 (some centres not stated)	2.6&0.76
COCC(=O)N1CC(=O)N2[C@H](CO)[C@H](c3ccc(C#CCc4ccccc4)cc3)[C@@H]2C1	-1.6
COCC(=O)N(C[C@@H]1N[C@H](CO)[C@H]1c1ccc(-c2cccnc2)cc1)C(C)C	0.29
C[C@@H]1CN([C@H](C)CO)C(=O)c2cc(NS(=O)(=O)c3cccs3)ccc2O[C@@H](C)CCCCO[C@@H]1CN(C)Cc1ccc(Cl)c(Cl)c1	0.43
C/C=C/c1ccc([C@H]2[C@H](CO)N3CCCCN(S(=O)(=O)c4cccc(C)c4)C[C@@H]23)cc1	2
OC[C@@H]1[C@@H](c2ccc(C#Cc3ccccc3F)cc2)[C@@H]2CN(CC3CCOCC3)CCCCN12	-0.38
COc1ccc2c3c([nH]c2c1)[C@H](CO)N(C(C)=O)CC31CN(Cc2ccccc2Cl)C1	0.56
CO[C@@H]1CC[C@@H]2CCOc3c(C#N)cccc3C(=O)N(C)C[C@@H](c3ccccc3)CC(=O)N(C)C[C@H]1O2	-0.64
COc1ccc(S(=O)(=O)Nc2cccc3c2O[C@@H](CN(C)CC2CCCCC2)[C@@H](C)CN([C@H](C)CO)C3=O)cc1	0.78
O=C(c1cccc(F)c1)N1CC(=O)N2[C@@H](CO)[C@@H](c3ccc(C4=CCCC4)cc3)[C@@H]2C1	4.7
O=C(C1CCCC1)N1[C@@H](CO)[C@@H](c2ccccc2)C12CN(Cc1ccc(F)cc1)C2	1.3
O=C(c1ccccc1)N1CC(=O)N2[C@H](CO)[C@H](c3ccc(C#Cc4ccccc4)cc3)[C@@H]2C1	-2.8
O=C1CNC[C@H]2[C@@H](c3ccc(C4=CCCCC4)cc3)[C@H](CO)N12	1.7
COc1ccc(-c2ccc([C@H]3[C@H]4CNCC(=O)N4[C@H]3CO)cc2)cc1	3.2
CCCC#Cc1ccc([C@H]2[C@@H](CO)N3CCCCN(S(C)(=O)=O)C[C@@H]23)cc1	1.4
CO[C@@H]1CN(C)C(=O)c2ccc(NC(=O)Nc3ccccc3Cl)cc2OC[C@H](C)NC[C@@H]1C	0.77

Ordered by molar mass (low to high): 3 of the compounds above
SMILES	IDE exosite inh
O=C(C1CCCC1)N1[C@@H](CO)[C@@H](c2ccccc2)C12CN(Cc1ccc(F)cc1)C2	1.3
COc1ccc2c3c([nH]c2c1)[C@H](CO)N(C(C)=O)CC31CN(Cc2ccccc2Cl)C1	0.56
O=C(CN1CCOCC1)N1CCCCN2[C@H](CO)[C@H](c3ccc(-c4ccccc4)cc3)[C@@H]2C1	-0.34

More structures follow:
SMILES	IDE exosite inh
O=C(c1ccncc1)N1CC(=O)N2[C@H](CO)[C@H](c3ccc(-c4ccccc4F)cc3)[C@H]2C1	-4.8*
COc1ccccc1NC(=O)N1CC(=O)N2[C@@H](CO)[C@@H](c3ccc(C#CCC(C)C)cc3)[C@@H]2C1	1.9
C[C@H]1CN([C@@H](C)CO)C(=O)c2cc(/C=C/c3ccccc3)cnc2O[C@@H]1CN(C)S(=O)(=O)c1ccccc1F	-0.071
COc1ccc(C#Cc2ccc([C@@H]3[C@H]4CN(C(=O)c5ccncc5)CCCCN4[C@H]3CO)cc2)cc1	2
CC=Cc1ccc2n(c1=O)C[C@H]1[C@H](CO)[C@@H](C(=O)N[C@H](C)c3ccccc3)[C@@H]2N1Cc1cncnc1 (mixture of isomers)	-1.1
COc1cccc(CN2CC3(CCN(C)CC3)c3c([nH]c4cc(OC)ccc34)[C@@H]2CO)c1	-1.9
CC(C)CC#Cc1ccc([C@@H]2[C@H](CO)N3CCCCN(S(=O)(=O)Cc4ccccc4)C[C@@H]23)cc1	3.4
COc1cccc(C#Cc2ccc([C@H]3[C@H](C#N)N(C(=O)C4CC4)[C@H]3CO)cc2)c1	-1.9
COc1cccc(-c2ccc([C@H]3[C@@H](CO)N4CCCCN(S(=O)(=O)c5cn(C)cn5)C[C@H]34)cc2)c1	-3.9*
CCC(=O)N1[C@H](CO)[C@H](c2ccc(C3=CCCC3)cc2)C12CN(C(=O)COC)C2	0.99
C[C@@H]1CN([C@@H](C)CO)S(=O)(=O)c2ccc(C#CC(C)(C)O)cc2O[C@@H]1CN(C)Cc1ccc(F)cc1	0.31
CN(C)C(=O)c1cccc(-c2ccccc2[C@@H]2[C@@H](C#N)N(C(=O)C3CCC3)[C@H]2CO)c1	1.1
COc1cccc(S(=O)(=O)N2CC[C@@H]3[C@H](CO)Nc4ccc(C#Cc5cccnc5)cc4[C@@H]32)c1	-0.2
CN(C)C(=O)c1ccc(-c2ccccc2[C@H]2[C@@H](CO)N(C(=O)C3CC3)[C@H]2C#N)cc1	-0.42
O=C(Cc1cccnc1)N1CC(=O)N2[C@H](C1)[C@@H](c1ccc(C3=CCCC3)cc1)[C@@H]2CO	-2.3

Exported in CSV form: 7 of the compounds above
structure,IDE exosite inh
CN(C)C(=O)c1cccc(-c2ccccc2[C@@H]2[C@@H](C#N)N(C(=O)C3CCC3)[C@H]2CO)c1,1.1
O=C(Cc1cccnc1)N1CC(=O)N2[C@H](C1)[C@@H](c1ccc(C3=CCCC3)cc1)[C@@H]2CO,-2.3
COc1cccc(S(=O)(=O)N2CC[C@@H]3[C@H](CO)Nc4ccc(C#Cc5cccnc5)cc4[C@@H]32)c1,-0.2
COc1cccc(C#Cc2ccc([C@H]3[C@H](C#N)N(C(=O)C4CC4)[C@H]3CO)cc2)c1,-1.9
O=C(c1ccncc1)N1CC(=O)N2[C@H](CO)[C@H](c3ccc(-c4ccccc4F)cc3)[C@H]2C1,-4.8*
COc1ccccc1NC(=O)N1CC(=O)N2[C@@H](CO)[C@@H](c3ccc(C#CCC(C)C)cc3)[C@@H]2C1,1.9
CN(C)C(=O)c1ccc(-c2ccccc2[C@H]2[C@@H](CO)N(C(=O)C3CC3)[C@H]2C#N)cc1,-0.42

(list continues)
SMILES	IDE exosite inh
Cc1ccc(-c2ccc([C@@H]3[C@@H](CO)N4C(=O)CN(C(=O)Nc5cccc(F)c5)C[C@@H]34)cc2)cc1	2.8
COCc1cn(CC[C@@H]2CC[C@H](NC(=O)Nc3c(C)noc3C)[C@@H](CO)O2)nn1	3
CCCNC(=O)N1[C@H](C#N)[C@@H](c2ccc(-c3cccc(OC)c3)cc2)[C@@H]1CO	-0.14
OC[C@@H]1[C@H](c2ccc(Br)cc2)[C@@H]2CN(Cc3ccccn3)CCCCN12	0.87
O=C(C[C@H]1CC[C@@H]2[C@H](COC[C@@H](O)CN2Cc2ccc(F)cc2)O1)NCCc1ccccc1	-0.44
CC(C)c1cn(CC[C@H]2CC[C@@H](NS(=O)(=O)c3ccc(F)cc3)[C@H](CO)O2)nn1	0.21
COc1ccc(NC(=O)N2CCCCN3[C@@H](CO)[C@@H](c4ccc(-c5ccccc5F)cc4)[C@@H]3C2)cc1	-1.2
COCC#Cc1ccc([C@H]2[C@H](CO)N3CCCCN(C(=O)NC4CCCC4)C[C@@H]23)cc1	0.24
CN(C)C(=O)c1cccc(-c2ccccc2[C@@H]2[C@H](C#N)N(C(=O)C3CCCCC3)[C@H]2CO)c1	-0.34
C[C@@H]1CN([C@@H](C)CO)C(=O)CCCn2nncc2CO[C@H]1CN(C)CC1CCCCC1	-0.32
C/C=C/c1ccc([C@H]2[C@@H](CO)N(C(=O)CC)[C@H]2CNC(=O)c2ccncc2)cc1	0.46
CNC[C@H]1OCc2cnnn2CCCC(=O)N([C@H](C)CO)C[C@H]1C	-2.2
CN(C)C(=O)c1ccc(-c2ccc([C@@H]3[C@@H](CO)N4CCCCN(C(=O)C5CC5)C[C@H]34)cc2)cc1	3.1
O=C(O)C[C@H]1C[C@@H]2c3cc(NC(=O)Cc4ccncc4)ccc3O[C@@H]2[C@H](CO)O1	-0.57
COc1ccc2c3c(n(C)c2c1)[C@H](CO)N(S(=O)(=O)c1ccc(C)cc1)CC31CCN(Cc2cccnc2)CC1	0.82

Molecules shown so far that contain bromine:
SMILES	IDE exosite inh
Cc1cccc(S(=O)(=O)N2CC[C@@H]3[C@@H](CO)N(C)c4ccc(Br)cc4[C@@H]32)c1	1.8
OC[C@@H]1[C@H](c2ccc(Br)cc2)[C@@H]2CN(Cc3ccccn3)CCCCN12	0.87

(listing goes on)
SMILES	IDE exosite inh
CN1C(=O)c2cc(NC(=O)NCc3ccccc3)ccc2OC[C@H]2O[C@H](CC(=O)NCC3CCCCC3)CC[C@H]21	1.2
COCC(=O)Nc1ccc2c(c1)OC[C@H](C)N(C)C[C@@H](C)[C@H](OC)CN(C)C2=O	0.27
O=C(Cc1ccccn1)N1CC(=O)N2[C@H](C1)[C@@H](c1ccc(-c3ccccc3)cc1)[C@@H]2CO	-6.3*
C[C@@H](O)C#Cc1ccc([C@H]2[C@H](CO)N3CCCCN(S(=O)(=O)Cc4ccccc4)C[C@@H]23)cc1	2.7
CCC(=O)N1CCCCN2[C@H](CO)[C@H](c3ccc(-c4cccc(C#N)c4)cc3)[C@@H]2C1	3.5
C/C=C/c1ccc([C@@H]2[C@@H](CO)N3CCCCN(C(=O)Nc4ccccc4F)C[C@@H]23)cc1	1.1
CC(C)NC(=O)N1CCCCN2[C@H](C1)[C@H](c1ccc(C#CC3CC3)cc1)[C@@H]2CO	-2.3
OC[C@@H]1[C@H](c2ccc(C#CC3(O)CCCC3)cc2)[C@H]2CN(Cc3cccnc3)CCCCN12	-0.7
COc1ccc(NC(=O)N2CC(=O)N3[C@@H](CO)[C@H](c4ccc(C#CCC5CCCC5)cc4)[C@@H]3C2)cc1	4.3
CCC(=O)N1CCCCN2[C@@H](CO)[C@H](c3ccc(-c4ccc(F)cc4)cc3)[C@@H]2C1	2.7
C[C@H](O)C#Cc1ccc([C@@H]2[C@@H](CO)N3CCCCN(C(=O)Nc4ccccc4)C[C@@H]23)cc1	3.2
CCC(=O)N1CC2(CCN(C(=O)Nc3c(C)noc3C)CC2)c2c([nH]c3cc(OC)ccc23)[C@@H]1CO	0.93
CNC[C@H]1Oc2c(NC(=O)Nc3cccc4ccccc34)cccc2C(=O)N([C@H](C)CO)C[C@@H]1C	-0.06
CN(C)C(=O)c1cccc(-c2ccccc2[C@@H]2[C@@H](CO)N(C(=O)C3CCCCC3)[C@H]2C#N)c1	0.0066

From PubChem
